TDP43 rescue: TDP-43 toxicity inhibition in yeast; hit rate 1.8% among 410,000; TDP-43 expressing yeast growth rescue, BacTiter-Glo, 24 h; Potency, µM (highest dose often 46.1 µM), for inactives: at the top dose growth rescue (activation), most hits filed as activators; AID 652104; note: potency is the fitted concentration of half-maximal effect; % of control where 0% means no effect; nearly all actives have a fitted effect of over 50% in size
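Cell-based yeast growth screen: TDP-43 expression induced in galactose, inoculum OD600=0.02 after raffinose pregrowth to mid-log. Read-out BacTiter-Glo luminescence at 24 hr, 30 deg C; inhibition of toxicity seen as signal increase.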
aSyn rescue: alpha-synuclein toxicity inhibition in yeast | hit rate 0.14% among 370,000 | Yeast expressing alpha-synuclein, growth rescue, BacTiter-Glo, 24 h | AID 652106 | Potency, µM (highest dose often 46.1 µM), inactives show top-dose growth rescue (activation), most hits filed as activators; note: potency is the fitted concentration of half-maximal effect; % of control where 0% means no effect; nearly all actives have a fitted effect of over 65% in size
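Screening used galactose-induced yeast with toxic alpha-synuclein levels, exposed to compound for 24 hr at 30 deg C. Cell growth, read with BacTiter-Glo luminescence, gave the measured signal.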
Abeta rescue: A-beta toxicity reversal in yeast | yeast expressing A-beta42, growth rescue, OD600, 48 h; response scale: 0% DMSO, 100% iron-clioquinol control | Potency, µM (series often up to 46.1 µM), without a hit: top-dose growth rescue, usual class: activators | hit rate 0.063% among 410,000 | AID 1347071; note: potency is the fitted concentration of half-maximal effect; nearly all actives have a fitted effect of over 55% in size
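Growth rescue measured by 600 nm absorbance after 48 h yeast culture at 30 C with compound. Values normalized between DMSO and an equimolar ferric chloride plus clioquinol control.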
HEK293 tox: cytotoxicity in counter-screen for GLP-1R inverse agonists | HEK293 cAMP-luciferase reporter cells, luminescence, 24 h | Potency, µM (highest dose often 38.3 µM), for the others: top-dose activity change, negative = inhibition, usual class: inhibitors | hit rate 0.13% among 410,000 | AID 624418;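 note: loss of luciferase light is scored as toxicity; potency is the fitted concentration of half-maximal effect; % is set by controls: 0 for no effect and ±100 for the full control effect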
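Here, cytotoxicity is scored as loss of luminescence. The MLSMR collection was tested on cells seeded in medium containing 10% Nu serum, with a 24 hr compound exposure preceded by 12 hours of culture.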
Mm-Cpn inhibitor: inhibitors of Methanococcus maripaludis chaperonin (MmCpn); purified Mm-Cpn ATPase, ADP Transcreener TR-FRET; hit rate 0.031% among 330,000; Potency, µM (top dose mostly 76.9 µM), for inactives: top-dose activity, negative = inhibition, hits mostly inhibitors; note: potency is the fitted concentration of half-maximal effect; % is set by controls: 0 for no effect and ±100 for the full control effect; nearly all actives have a fitted effect of over 80% in size
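TR-FRET (320 nm excitation; 590 and 665 nm emission) reports ADP made from 10 uM ATP by 25 nM enzyme; compounds were preincubated 10 min, reaction run 30 min, both at 37°C.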
FUS suppressor: rescues growth of FUS-expressing yeast; S. cerevisiae FUS-expressing, growth rescue, OD600, 24 h; Potency, µM (highest dose often 76.6 µM), for inactives: at the highest dose growth rescue (activation), usual class: activators; hit rate 0.24% among 390,000; AID 1347120;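 note: potency is the fitted concentration of half-maximal effect; plate controls were DMSO vehicle for no effect and reference control for full effect; nearly all actives have a fitted effect of over 55% in size; some results filed as inactive show a strong effect at the top dose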
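Restored growth of FUS-toxic S. cerevisiae, read as 600 nm absorbance after 24 h at 30C in galactose medium (starting OD 0.005). Controls CP55940 and DMSO.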
pAkt inh: blocks phosphorylation of Akt; Neuro2A IGF-stimulated pAkt S473 HTRF, 20 min; hits give low values; activity change, % for hits at 50 µM; hit rate 0.32% among 360,000; AID 651550; in the data active = activity change below about -80%; inconclusive = mostly about -51% to -80%; note: % is set by controls: 0 for no effect and ±100 for the full control effect
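Single-point screen (50 µM final compound) in Neuro2A cells stimulated 20 min with 6 nM IGF at 37 deg C. After lysis, Ser473-phosphorylated Akt read by HTRF (ex 330 nm, em 615/665 nm) as the 665/615 ratio.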
GLP1R inv ag: GLP-1 receptor (human) inverse agonism | HEK293 GLP-1R CRE-luciferase, luminescence, 24 h; GLP-1R form is constitutively active | hit rate 1.6% among 410,000 | Potency, µM (titrated, usually from 38.3 µM), for the others: top-dose activity change, negative = inhibition, hits mostly inhibitors | P43220; note: potency is the fitted concentration of half-maximal effect; % is set by controls: 0 for no effect and ±100 for the full control effect; nearly all actives have a fitted effect of over 55% in size
Target sequence (P43220 whole entry, looked up): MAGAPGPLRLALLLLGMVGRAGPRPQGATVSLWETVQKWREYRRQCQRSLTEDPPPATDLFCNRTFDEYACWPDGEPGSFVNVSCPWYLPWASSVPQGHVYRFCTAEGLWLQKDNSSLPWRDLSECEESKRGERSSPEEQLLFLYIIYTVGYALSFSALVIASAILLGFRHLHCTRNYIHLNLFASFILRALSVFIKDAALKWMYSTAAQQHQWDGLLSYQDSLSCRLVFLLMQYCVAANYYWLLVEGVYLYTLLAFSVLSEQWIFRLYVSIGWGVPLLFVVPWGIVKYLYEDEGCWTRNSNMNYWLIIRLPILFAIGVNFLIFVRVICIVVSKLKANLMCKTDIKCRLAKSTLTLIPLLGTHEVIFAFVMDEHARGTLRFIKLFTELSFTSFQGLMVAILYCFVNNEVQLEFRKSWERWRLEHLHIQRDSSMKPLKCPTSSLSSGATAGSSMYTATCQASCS
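qHTS in 1536-well format: reporter HEK293 cells expressing constitutive GLP-1R activity in DMEM + 10% Nu serum, 24 hr with compounds at 37 deg C, luminescence read after 12 min with detection reagent.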
PTHR1 agonist: agonists of human PTHR1 parathyroid hormone receptor; HEK293 GP2 PTHR1 cells, GloSensor cAMP luminescence, 1 h; AID 743266; Q03431; hit rate 0.075% among 410,000; Potency, µM (titrated, usually from 115 µM), without a hit: top-dose activation, most hits filed as activators; note: potency is the fitted concentration of half-maximal effect; nearly all actives have a fitted effect of over 55% in size; some results filed as inactive show a strong effect at the top dose; inactives centre near -15; many of its hits are not listed in these tables
Target sequence (Q03431 whole entry, looked up): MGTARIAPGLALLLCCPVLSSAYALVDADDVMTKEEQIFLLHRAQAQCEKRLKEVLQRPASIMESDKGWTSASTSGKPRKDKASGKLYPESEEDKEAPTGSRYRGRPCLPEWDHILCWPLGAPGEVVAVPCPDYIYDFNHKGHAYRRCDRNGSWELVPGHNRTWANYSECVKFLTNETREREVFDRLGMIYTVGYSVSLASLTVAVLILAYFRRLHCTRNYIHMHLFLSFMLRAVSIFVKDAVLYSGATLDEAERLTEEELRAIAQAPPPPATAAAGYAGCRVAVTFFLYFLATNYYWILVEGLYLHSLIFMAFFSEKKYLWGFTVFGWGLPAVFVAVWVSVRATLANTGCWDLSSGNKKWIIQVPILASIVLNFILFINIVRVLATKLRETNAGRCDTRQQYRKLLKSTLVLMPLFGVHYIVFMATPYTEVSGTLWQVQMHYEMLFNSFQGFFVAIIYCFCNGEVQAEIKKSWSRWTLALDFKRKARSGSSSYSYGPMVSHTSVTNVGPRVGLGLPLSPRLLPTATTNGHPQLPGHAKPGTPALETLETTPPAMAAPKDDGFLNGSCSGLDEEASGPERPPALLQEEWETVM
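HEK-293-derived GP2 cells expressing PTHR1 and a GloSensor cAMP reporter, 3,000/well, plated overnight, given luciferin plus IBMX (each 0.5 mM as added) for 1 h at 37 °C, then compound for 1 h at 37 °C. Luminescence was read after 15 min at room temperature.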
* hit, by the source's call; i = inactive; ? = inconclusive; / = not tested or not shown; [ ] = another dose, or the depositor's remark. Unless noted, calls come from the whole dose curve; as a rule, active = well fitted curve in the direction sought with a large enough effect; inconclusive = small, poorly fitted or top-dose-only effect, or another doubt; inactive = no such curve, though single readings can be large; an effect the other way counts as inactive or inconclusive. Some of the compounds tested; the hit share may differ from the screen's.

compound	TDP43 rescue	aSyn rescue	Abeta rescue	HEK293 tox	Mm-Cpn inhibitor	FUS suppressor	pAkt inh	GLP1R inv ag	PTHR1 agonist
C=CCn1c(SCC(=O)Nc2ccc3c(c2)OCO3)nnc1-c1ccccc1O	-5%	3%	7%	3%	2%	25%	i	0%	-34%[inhibitor]
Cc1ccc(NC(=O)CN(C)S(=O)(=O)c2cnc[nH]2)cc1C	-1%	-9%	-4%	-4%	2%	0%	i	2%	i
Cc1ccc2c(C)nc(Nc3nc(CSc4nc5ccccc5s4)cc(=O)[nH]3)nc2c1	-1%	-6%	-3%	-3%	/	12%	i	-12%	-19%
N#Cc1c(-n2ncnc2-c2ccc(F)cc2)sc2c1CCCCC2	8%	/	8%	0%	/	-13%	/	?	-95%[inhibitor]
COc1ccc(N(C(=O)c2ccccc2C)S(=O)(=O)c2cccs2)cc1	27%	20%	-9%	-41%	-15%	19%	i	?	0%
CCOc1ccccc1NC(=O)Nc1nnc(N(C)Cc2ccccc2)s1	22%	/	-19%	26%	/	18%	/	15%	i
Cc1cc(C)cc(NC(=O)CSc2nc3[nH]ncc3c(=O)[nH]2)c1	-13%	-6%	1%	-20%	-1%	34%	i	11%	-12%
CC(=O)c1c(C)[nH]c(C(=O)OCc2ccccc2)c1C	?	-15%	-12%	?	1%	-2%	i	8%	-86%[inhibitor]
COc1cc(NC(=O)Nc2nnc(N3CCCCCC3)s2)cc(OC)c1	23%[9.22 µM]	/	-6%	-19%	/	-20%	/	10%	-6%
COc1ccc(NC(=O)CCNC(=O)c2ccco2)c(OC)c1	-19%	-6%	-3%	3%	-1%	13%	i	15%	i
CCOC(=O)CSc1nnc(CNC(=O)c2cccs2)n1-c1cc(OC)ccc1OC	-9%	1%	4%	25%	-4%	11%	i	0%	-12%[57.5 µM]
O=C(CSc1ccc(Cl)cc1)N1CCN(c2ccc(Cl)cc2[N+](=O)[O-])CC1	27%	?	2%	-33%	-2%	12%	i	?	-24%
c1ccc(N(c2ccccc2)c2nc(-n3ccnc3)nc(-n3ccnc3)n2)cc1	-32%[inhibitor]	2%	-32%[inhibitor]	-2%	2%	19%	i	-9%	-8%[57.5 µM]
C=CCSC(CC)(CC)C(N)=O	6%	0%	-6%	0%	-17%	29%	i	17%	i
CCC(C)(C)NC(=O)C(c1cccc(OC)c1OC)N(CCOC)C(=O)CCC(=O)Nc1cc(C)on1 (configuration not stated)	-4%	-5%	0%	-12%	-1%	16%	i	-6%	i
c1ccc2sc(C3CCN(Cc4nnnn4Cc4ccc5c(c4)OCO5)CC3)nc2c1	0%	9%	14%	-5%	1%	-6%	i	?	-32%[inhibitor]
CC1(C)N=C(C(=O)c2ccccc2)N(O)C1(C)O (configuration not stated)	-23%	2%	17%	0%	-1%	-7%	i	4%	i
O=C(Nc1nc(-c2cccs2)c(-c2cccs2)s1)C1CCCC1	14µM*	-5%	15%	-9%	-2%	/	i	?	-14%
CCc1ccc(C(=O)C(C)OC(=O)Cc2n[nH]c(=O)c3ccccc23)cc1 (configuration not stated)	13%	8%	-6%	-30%	-2%	-1%	i	?	-55%[inhibitor]
CSc1nnc2c(n1)OC(c1ccsc1)N(C(C)=O)c1ccccc1-2 (configuration not stated)	0%	-6%	4%	2%	2%	19%	i	-15%	i

An excerpt from above in order of the Mm-Cpn inhibitor value, smallest number first.
SMILES,Mm-Cpn inhibitor,pAkt inh,GLP1R inv ag,PTHR1 agonist
C=CCSC(CC)(CC)C(N)=O,-17%,i,17%,i
COc1ccc(N(C(=O)c2ccccc2C)S(=O)(=O)c2cccs2)cc1,-15%,i,?,0%
c1ccc(N(c2ccccc2)c2nc(-n3ccnc3)nc(-n3ccnc3)n2)cc1,2%,i,-9%,-8%[57.5 µM]

(further entries)
compound	TDP43 rescue	aSyn rescue	Abeta rescue	HEK293 tox	Mm-Cpn inhibitor	FUS suppressor	pAkt inh	GLP1R inv ag	PTHR1 agonist
Cc1ccc(C)c(NC(=O)CCN2CC(C)OC(C)C2)c1 (configuration not stated)	-23%	-7%	2%	-14%	-2%	-7%	/	-1%	i
S=C(NCc1ccccc1)NN1CCOCC1	10%	0%	9%	4%	-1%	8%	i	-3%	-10%
C/C(=N\NC(=O)c1nnn(-c2nonc2N)c1C(C)C)c1cc(C)sc1C	-11%	-5%	-11%	-4%	2%	25%	i	-50%	i
O=S(=O)(CCNCc1ccco1)NCc1ccccc1	16%	1%	1%	-5%	/	-17%	i	7%	i
O=C(c1cc2ccccc2[nH]1)N1CCOCC1	-5%	2%	9%	-2%	0%	/	i	7%	i
CCCC(=O)Nc1ccccc1Sc1ncnc2scc(-c3ccccc3)c12	24%	-6%	5%	-5%	0%	11%	i	12%	i
COc1ccccc1CNCc1ccc2c(c1)OCO2	-1%	2%	7%	-24%	/	-56%	i	-7%	i
N#C/C(=C/c1ccccc1Cl)c1nc(-c2cc3ccccc3oc2=O)cs1	6%	/	-5%	-2%	/	12%	/	-2%	2%
CC1(C)CC(=O)C(N=Nc2ccc(-c3ccccc3)cc2)=C(O)C1	0%	-4%	8%	-3%	-5%	-37%	i	7%	-26%
COc1cc(C(O)c2nc(-c3cccc(C(C)C)c3)cs2)ccc1F (configuration not stated)	22µM*	-20%	18%	2%	/	19%	i	?	-31%
CCC[C@@H]1CCCO[C@@](C(=O)NCCN2CCOCC2)(C(F)(F)F)C1	13%	3%	-1%	4%	/	-25%	i	10%	-4%
OCC[C@@H]1C[C@H](O)[C@@H](O)[C@@]2(OCc3cc(C(F)(F)F)ccc32)O1	12%	-6%	3%	-2%	/	-29%	i	-7%	-24%
COCCn1c(SCC(=O)NC2CC2)nnc1-c1ccc(Cl)cc1	7%	-1%	-8%	2%	4%	-20%	i	0%	-11%
CCC(=O)N(CCC1(c2ccccc2OC)CCOC(C(C)C)C1)Cc1ccco1 (configuration not stated)	10%	4%	-32%[inhibitor]	3%	2%	35%	i	?	i
S=C(NNC(=S)Nc1ccccc1)Nc1ccccc1	?	-4%	3%	-4%	-2%	12%	i	16%	-21%
CN(c1ccccc1)S(=O)(=O)c1ccc(C(=O)N2CCN(c3ccccc3F)CC2)cc1	?	8%	-3%	7%	-6%	37%	i	2%	-15%
O=C(Nc1c(C(=O)O)[nH]c2ccccc12)NC1CCCCC1	6%	-4%	-3%	14%	-4%	12%	i	2%	-1%
Clc1ccccc1Cc1noc(CN2CCSCC2)n1	18%	-8%	2%	-1%	2%	-10%	i	-10%	i
CCOc1ccc2nc(NC(=O)c3nc(SCc4ccccc4F)ncc3Cl)sc2c1	12%	/	-7%	1%	/	9%	/	11%	i
CCOC(=O)C(NCc1ccccc1OC)(NC(=O)CC)C(F)(F)F (configuration not stated)	-6%	7%	-1%	-6%	1%	16%	i	-12%	2%

(cont.)
compound	TDP43 rescue	aSyn rescue	Abeta rescue	HEK293 tox	Mm-Cpn inhibitor	FUS suppressor	pAkt inh	GLP1R inv ag	PTHR1 agonist
CCOC(=O)c1cnc2c(c(C)nn2C)c1Oc1ccc(Cl)cc1	?	8%	2%	-1%	1%	?	i	?	i
CC1(c2ccc(OC(F)F)cc2)NC(=O)N(CC(=O)NC2CCCC2)C1=O (configuration not stated)	-2%	1%[1.84 µM]	-12%	4%	-5%	3%	i	11%	-14%
O=C(O)CC1C(=O)OCN1C(=O)OCc1ccccc1 (configuration not stated)	-7%	-7%	-9%	1%	0%	9%	i	5%	2%[57.5 µM]
O=C(NCCc1ccc(Cl)cc1)C1CCN(c2cnccn2)CC1	16%	0%	8%	-10%	1%	15%	i	0%	-6%[57.5 µM]
Cc1ccc2c(c1)N(C(=O)CCC(=O)NCCCN1CCC(Cc3ccccc3)CC1)CCO2	22%	1%	-1%	-15%	1%	5%	i	?	-30%[inhibitor]
CCc1n[nH]c(=S)n1/N=C/c1ccc(N(CC)CC)cc1	9%	-14%	1%	-1%[0.307 µM]	-1%	21%	i	-15%[0.307 µM]	-3%
NNC(=O)c1nc(-c2cccc(-n3cccc3)c2)no1	24%	0%	-19%	0%	-2%	34%	i	-2%	i
COc1ccc(-c2cc(=O)oc3c(C)c(OC(C)C(=O)Nc4ccc(CN5CCOCC5)cc4)ccc23)cc1 (configuration not stated)	8%	3%	20%	2%	-3%	?	i	-18%	-17%
CN(C)c1ccc(P(=O)(OCc2ccccc2)C(O)c2ccccc2F)cc1 (configuration not stated)	-4%	0%	4%	0%	0%	17%	i	-10%	i
CC(C)CNC(=O)C1(C)CCCN1C(=O)c1cccnc1Oc1ccccc1 (configuration not stated)	4%	-2%	7%	5%	/	-8%	i	3%	?
Cc1ccc2c(=O)cc(C(=O)Nc3ccc(S(=O)(=O)Nc4onc(C)c4C)cc3)oc2c1C	9%	/	-11%	-21%	/	-2%	/	16%	i
Cc1nnc(N2C(=O)c3cccc4cccc(c34)C2=O)s1	-23%	-5%	-12%	5%	2%	-2%	i	12%	i
COc1cc(C(C#N)N2CCC(c3ccccc3)=N2)ccc1O (configuration not stated)	-13%	0%	0%	-8%	0%	-1%	i	22%	i
CC1=C(C)CC(C(=O)c2ccccc2)C(C(=O)O)C1 (configuration not stated)	4%	16%	13%	4%	0%	22%	/	5%	-11%[57.5 µM]
CC(=O)c1cccc(-n2c(CCC(=O)O)ccc2-c2cccs2)c1	-4%	26%	-10%	21%	-3%	26%	i	17%	-79%
Cc1cc(NC(=O)CSc2nc3c(sc4ccccc43)c(=O)n2CCc2ccccc2)n[nH]1	19%	-3%	14%	6%	-2%	25%	i	8%	i
